Giardia killer – Giardia lamblia killing. 0.15% of 340,000 active. activity change, % at 7.66 µM, hits read low. Giardia lamblia trophozoite viability; in the data active = activity change below about -80%; inconclusive = between about -30% and that limit;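 also: parasites exposed to compound for two days anaerobically before the ATP read; % is scaled to controls: 0 for no effect and ±100 for the full control effect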
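Compounds were tested on trophozoites seeded at 100 cells/well and held 48 hrs at 37 deg C anaerobically. An ATP-based luminescent kit measured the remaining live cells.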
PKM2 act – activators of human pyruvate kinase M2; P14618; purified PKM2, Kinase-Glo ATP luminescence, activation; response scale: 0% is enzyme alone, no compound; Potency, µM (series often up to 57.5 µM), for the others: at the top dose activation, most hits filed as activators; 0.34% of 260,000 active; AID 1631; also: potency is read from the fitted curve at half-maximal effect; % is scaled to controls: 0 for no effect and ±100 for the full control effect; nearly all actives have a fitted effect of over 55% in size
Target sequence (P14618 whole entry, looked up): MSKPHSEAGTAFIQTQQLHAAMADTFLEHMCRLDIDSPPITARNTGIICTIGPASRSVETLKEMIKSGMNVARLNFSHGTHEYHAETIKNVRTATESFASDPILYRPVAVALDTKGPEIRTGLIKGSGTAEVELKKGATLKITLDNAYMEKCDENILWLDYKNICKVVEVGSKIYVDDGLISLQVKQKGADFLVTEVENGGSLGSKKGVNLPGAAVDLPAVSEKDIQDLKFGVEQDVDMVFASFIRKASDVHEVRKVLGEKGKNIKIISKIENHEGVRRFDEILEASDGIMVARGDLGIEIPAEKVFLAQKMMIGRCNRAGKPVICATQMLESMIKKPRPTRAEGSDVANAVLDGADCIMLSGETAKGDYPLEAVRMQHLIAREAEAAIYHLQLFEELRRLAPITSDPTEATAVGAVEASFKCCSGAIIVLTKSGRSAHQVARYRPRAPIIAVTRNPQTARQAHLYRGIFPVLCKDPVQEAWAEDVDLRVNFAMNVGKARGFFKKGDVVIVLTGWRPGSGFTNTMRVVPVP
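Kinase-Glo luminescence reports ATP generated from ADP (0.1 mM) and PEP (0.5 mM) by purified hPK-M2 after 1 h at room temperature, pH 7.2 imidazole buffer; intermediate enzyme activity allows detecting inhibitors and activators.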
S-ASM inh – inhibitors of human secretory acid sphingomyelinase; AID 504937; 0.006% of 340,000 active; Potency, µM (doses to about 57.5 µM), for the others: at the highest dose activity change, negative = inhibition, most hits filed as inhibitors; placental ASM, HMU-PC fluorogenic substrate, 60 min; also: potency is read from the fitted curve at half-maximal effect
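Fluorescence read-out (Ex 386 nm, Em 447 nm) after stopping the reaction at pH 10. Enzyme: ASM from human placenta; substrate HMU-PC0, 9 uM final; 60 min, 37 °C. Compound preincubation 10 min, ambient temperature.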
PTAP TSG101 blk – blocks PTAP/TSG101 interaction to inhibit HIV-1 budding | 340,000 tested, under 10 active | AID 493005 | Fluorescence polarization, FITC-PTAP peptide / Tsg101 binding | Potency, µM (doses to about 115 µM), inactives show at the highest dose activity change, negative = inhibition, most hits filed as inhibitors | Q99816; active = well fitted inhibition curve with a large enough effect in the main read-out, with a control signal flat, not every such curve was filed as active; inconclusive = small, poorly fitted or top-dose-only effect, or effect the other way, or a change in a side signal; inactive = no such curve, though single readings can be large or run the other way; also: potency is read from the fitted curve at half-maximal effect; % of control where 0% means no effect
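Fluorescence anisotropy tracks displacement of a FITC-tagged PTAP peptide (50 nM) from the Tsg101 binding domain (10 uM), following a 20 min room-temperature incubation at pH 7.5.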
Menin-MLL TR inh – displaces Texas Red mutant MLL peptide from human menin. O00255. Menin + Texas Red MLL mutant peptide, fluorescence polarization. Potency, µM (highest dose often 61.6 µM), for inactives: top-dose FP activity change, negative = inhibition, actives largely listed as inhibitors. 0.23% of 270,000 active; active = well fitted inhibition curve with a large enough effect in the polarisation, with a control signal flat, not every such curve was filed as active; inconclusive = small, poorly fitted or top-dose-only effect, or effect the other way, or a change in a side signal; inactive = no such curve, though single readings can be large or run the other way; the % refers to the polarisation; also: potency is read from the fitted curve at half-maximal effect; % of control where 0% means no effect; many of its hits are not listed in these tables
GALK inh – inhibitors of human galactokinase. P51570. Purified GALK, Kinase-Glo residual ATP luminescence. Potency, µM (series often up to 57.5 µM), for inactives: at the highest dose activity change, negative = inhibition, hits mostly inhibitors. 0.007% of 270,000 active; also: potency is read from the fitted curve at half-maximal effect; % is scaled to controls: 0 for no effect and ±100 for the full control effect
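GALK at 5 nM final was combined with compound, 35 uM ATP and 100 uM galactose in HEPES pH8.0 with MgCl2 and DTT. The reaction ran one hour at room temperature before luminescent ATP detection.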
Integrin act MD – integrin-mediated muscular dystrophy alleviation activation; AID 624291; alpha7betagal myoblasts, beta-gal FDG fluorescence, 48 h; 0.064% of 350,000 active; Potency, µM (highest dose often 38.3 µM), for inactives: at the top dose activation, usual class: activators;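 also: potency is read from the fitted curve at half-maximal effect; 100% = response of the positive control SU9516; nearly all actives have a fitted effect of over 60% in size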
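Alpha7betagal+/- myoblasts (passage 13) were plated 16-24 hr, then exposed to compounds (1:260 dilution of DMSO stock) for 48 hours at 37C. After MPER lysis, β-galactosidase reporter activity was read as FDG fluorescence (ex 480/em 540) after 30 minutes.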
Chronic BCR inh – inhibitors of chronic active B-cell receptor signaling. 0.05% of 340,000 active. Potency, µM (highest dose often 46.1 µM), inactives show at the highest dose ratio change, negative = lower green/red ratio, actives largely listed as inhibitors. ABC-DLBCL IkBa-CBG/CBR reporter, luminescence ratio, 4 h; active = well fitted inhibition curve with a large enough effect in the signal ratio, with a control signal flat, not every such curve was filed as active; inconclusive = small, poorly fitted or top-dose-only effect, or effect the other way, or a change in a side signal; the % refers to the signal ratio;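 also: potency is read from the fitted curve at half-maximal effect; plate controls were basal doxycycline-induced cells for no effect and cells given 10 µM MG132 for full effect; MG132 reads +100%, hits lower the ratio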
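Doxycycline induced both beetle luciferases in TMD8 lymphoma cells; IKK-driven degradation limits the IkappaBalpha-fused green signal, while red luminescence normalises for cell number and nonspecific effects. Compounds tested up to 46 uM, 4 hrs.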
Tb PFK block – blocks T. brucei phosphofructokinase | O15648 | 0.17% of 330,000 active | Potency, µM (titrated, usually from 57.5 µM), for inactives: at the highest dose activity, negative = inhibition, most hits filed as inhibitors | AID 485367 | T. brucei PFK, ADP-Glo luminescence;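 also: potency is read from the fitted curve at half-maximal effect; 0% = uninhibited 1x PFK enzyme wells and -100% = no-enzyme wells; nearly all actives have a fitted effect of over 60% in size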
Target sequence (O15648 whole entry, looked up): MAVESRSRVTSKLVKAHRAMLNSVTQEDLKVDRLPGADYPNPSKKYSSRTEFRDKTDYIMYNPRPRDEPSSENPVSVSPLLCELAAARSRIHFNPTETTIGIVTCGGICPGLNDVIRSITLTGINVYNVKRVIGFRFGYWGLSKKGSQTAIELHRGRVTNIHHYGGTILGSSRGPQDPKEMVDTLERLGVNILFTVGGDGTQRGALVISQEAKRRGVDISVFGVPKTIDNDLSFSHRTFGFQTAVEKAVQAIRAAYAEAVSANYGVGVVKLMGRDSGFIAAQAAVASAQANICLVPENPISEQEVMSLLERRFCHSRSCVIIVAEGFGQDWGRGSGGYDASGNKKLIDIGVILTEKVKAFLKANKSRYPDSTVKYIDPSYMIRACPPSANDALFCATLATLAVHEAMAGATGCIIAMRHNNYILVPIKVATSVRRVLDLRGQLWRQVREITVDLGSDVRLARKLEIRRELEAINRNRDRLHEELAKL
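Activity is normalized to no-enzyme wells (full inhibition) and 1.25 nM enzyme wells (no inhibition). Reaction: 0.5 mM F6P, 0.1 mM ATP, 45 min RT, ADP-Glo luminescence; concentration-response curves fitted and classed by quality.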
B2AR arrestin – beta2AR (human) beta-arrestin recruitment activity | P07550 | beta-arrestin recruitment to beta2AR, cell-based reporter | 0.02% of 330,000 active | Potency, µM (doses to about 46.1 µM), inactives show at the highest dose activation, hits mostly activators;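 also: potency is read from the fitted curve at half-maximal effect; 0% = DMSO controls and full agonism = EC100 isoproterenol or metaproterenol; nearly all actives have a fitted effect of over 65% in size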
Coupling enz – inhibits coupling enzyme system, counter-screen for aldolase hits; coupling enzyme system counterscreen, AmpLite Red fluorescence; activity change, negative = inhibition, % at 58.2 µM, hits read low; 0.67% of 290,000 active; AID 2472; in the data active = activity change below about -30%; also: % is scaled to controls: 0 for no effect and ±100 for the full control effect
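Compounds tested against the coupling enzymes alone at 57.5 uM final; readout was AmpLite Red fluorescence (525/598 nm) after 20 min at RT.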
Starred values were filed as active, the others as inactive; ? = inconclusive; nt = no result given; & = joins results of further samples; [ ] = dose if it differs, or a comment. Unless noted, calls follow the shape of the dose curve; as a rule, active = well fitted curve in the direction sought with a large enough effect; inconclusive = small, poorly fitted or top-dose-only effect, or another doubt; inactive = no such curve, though single readings can be large; an effect the other way counts as inactive or inconclusive. Not all compounds are listed; rates above refer to the full screens.

SMILES	Giardia killer	PKM2 act	S-ASM inh	PTAP TSG101 blk	Menin-MLL TR inh	GALK inh	Integrin act MD	Chronic BCR inh	Tb PFK block	B2AR arrestin	Coupling enz
COc1cccc(C(=O)NCC(=O)OCC(=O)Nc2ncc(Cl)cc2Cl)c1	3	nt	6%	-6%	-8%	14%	-1%	6%	-4%	0.2%	1
CN(C)c1ccc(C(=S)N2CCN(C(=S)Nc3ccc(Cl)cc3)CC2)cc1	-6	-4%	-9%	1%	?	2%	-12%	-3%	0%	-0.6%	1
Cc1cccc(N(C)S(=O)(=O)c2ccc3[nH]cc(C(=O)N4CCOCC4)c(=O)c3c2)c1	6	-1%	10%	0%	nt	0%	20%	-1%	-5%	-0.3%	1
CC(=O)c1ccc(N2CCN(C(=O)c3ccc(NC4=NC5CS(=O)(=O)CC5S4)cc3)CC2)cc1 (stereo not drawn)	-6	-14%	3%	-6%	-2%	nt	3%	-2%	4%	0.1%	-2
NC(=O)CC(NSc1ccccc1[N+](=O)[O-])C(=O)O (stereo not drawn)	-7	3%	-4%	-3%	-1%	1%	3%	-2%	1%	3.5%	3
Cc1ccc(Cn2c(CCCO)nc3ccccc32)cc1	13	-3%	0%	2%	-10%	-3%	-2%	-1%	4%	9.3%	-1
CCC(C(=O)NC(C)(C)C)N(Cc1ccco1)C(=O)Cn1nnc(-c2ccc(F)cc2)n1 (stereo not drawn)	-7	0%	-3%	-4%	2%	2%	13%	-7%	2%	0.0%	1
O=C(NC1CCCC1)C(c1ccccc1)N(Cc1ccc2c(c1)OCO2)C(=O)Cc1cccs1 (stereo not drawn)	-3	0%	0%	-6%	-14%	2%	13%	0%	-6%	-0.4%	2
COc1cccc(NC(=O)COC(=O)c2ccccc2C(=O)N(C)c2ccccc2)c1	-10	nt	7%	0%	nt	nt	-5%	1%	1%	-0.2%	nt
CCC(C)(C)NC(=O)CN(C(=O)c1ccc(N2CCCC2)nc1)c1ccc(F)cc1	4	3%	1%	0%	-8%	2%	24%	?	2%	-0.6%	-4
CC(CCc1ccccc1)N1CCN(C)CC1 (stereo not drawn)	-1	1%[11.5 µM]	2%	-2%	20%	5%	13%	0%	-2%	-0.1%	2
CC(=O)CSc1nnc(CSc2ncccn2)n1C1CCCCC1	10	-3%	2%	-3%	0%	0%	23%	6%	-1%	0.1%	1
Cc1nn(CCCC(=O)Nc2cccnc2)c(C)c1[N+](=O)[O-]	-2	-2%	2%	2%	5%	0%	0%	-3%	-3%	0.4%	5
CCCCN1C(=O)N(C)C2NC(=O)NC21 (stereo not drawn)	-13	-2%	0%	3%	-12%	0%	-1%	?	2%	-0.1%	3
Cc1cc(C)n2cc(CSc3nnnn3-c3ccc(Cl)cc3)nc2n1	-3	16µM*	7%	-6%	-14%	2%	3%	-4%	-5%	-0.3%	0
O=C(COc1ccc(Br)cc1Cl)NC(=O)NC1CCCC1	-10	nt	-2%	-7%	nt	nt	5%	?	-1%	0.0%	nt
CC1=CC(C)(C)NC(=S)N1c1cccc2cc(S(=O)(=O)O)ccc12	-1	15%	9%	-2%	?	-5%	-2%	-1%	8%	-1.0%	-10
CCOC(=O)C1CCN(C(=O)C2c3ccccc3C(=O)N(C)C2c2ccc(OC)cc2)CC1 (stereo not drawn)	1	-5%	-2%	0%	-15%	-1%	-10%	?	-15%	-0.1%	1
Cc1cccc(OCC(=O)Nc2nnc(S(=O)(=O)N3CCCCCC3)s2)c1	-16	-1%	-2%	0%	-11%	nt	2%	10%	-2%	-1.2%	10
O=S(=O)(NCc1cn2ccccc2n1)c1ccccc1F	5	-1%	2%	-2%	nt	4%	-22%	?	2%	0.1%	1

The results go on:
SMILES	Giardia killer	PKM2 act	S-ASM inh	PTAP TSG101 blk	Menin-MLL TR inh	GALK inh	Integrin act MD	Chronic BCR inh	Tb PFK block	B2AR arrestin	Coupling enz
O=C(NCC1CCCO1)c1nnc(Cc2ccc(F)cc2)o1 (stereo not drawn)	-23	-2%	8%	-6%	6%	nt	0%	-1%	0%	-0.6%	1
CCOC(=O)N1CCN(C(=O)c2cn(CCOC)c(=O)c3c2c2ccccc2n3C)CC1	10	3%	18%	-1%	-12%	1%	22%	0%	-2%	1.9%	1
COc1ccc(OCCC(=O)OCC(=O)Nc2cccc(S(=O)(=O)N3CCOCC3)c2)cc1	21	4%	0%	3%	31%[activator]	9%	17%	0%	2%	0.0%	0
O=C(O)CC1(CC(=O)N2CCOCC2)CCCC1	12	-3%	6%	-4%	11%	-2%	5%	-5%	2%	0.2%	-1
N#Cc1ccc(C23CC4(C2)[C@H](CN(CC2CCCCC2)[C@@H]4c2ccccc2)C3c2ccc(C(F)(F)F)cc2)cc1 (stereo partly drawn)	nt	-5%&-1%	nt	nt	28%	-1%	nt	7%	-12%	-0.2%	0&1
Cc1[nH]n(-c2ccccc2)c(=O)c1/C=C1/C=c2ccccc2=N1	3	nt	-7%	-1%	?	0%	-110%[inhibitor]	13%	0%	-0.1%	-1
Cc1cc(=O)oc2c3c(cc(OCC(=O)NCC(=O)N[C@H](C(=O)O)C(C)C)c12)OC(C)(C)CC3	-10	nt	59%[activator]	-5%	4%	-1%	18%	7%	-2%	2.9%	4
Cc1ccc(C(=O)CC(C(=O)O)c2cn(CCC#N)c3ccccc23)cc1 (stereo not drawn)	1	-6%	1%	-3%	-7%[11.7 µM]	2%	15%	2%	-3%	-2.2%	6
CNC(=O)Nc1ccc2nc(C)oc2c1	6	0%	0%	1%	nt	1%	-13%	2%	2%	-0.8%	0
CC1CCN(c2ccc(C(=O)O)cc2NS(=O)(=O)c2ccc(Br)cc2)CC1	-2	5%	-2%	-3%	11%	nt	4%	?	8%	-1.5%	-2
Cc1onc(-c2ccccc2Cl)c1C(=O)Nc1ccc(N2CCOCC2)cc1	-11	-1%	-2%	-2%	5%	-3%	-21%	?	6%	-0.2%	-2
Cc1cccc(C)c1NC(=O)N1CC=CCC1	-5	nt	1%	-3%	-2%	5%	0%	-1%	?	-0.6%	1
COc1ccc(-c2csc(C3=C(O)CN(Cc4ccc(S(N)(=O)=O)cc4)C3=N)n2)cc1OC	1	1%	-1%	-3%	26%	0%	4%	-3%	-5%	-0.5%	4
NC(=O)c1ccc(NC(=O)C2COc3ccccc3O2)cc1 (stereo not drawn)	-12	0%	-1%	-2%	?	4%	29%	6%	-6%	0.2%	2
Cc1ccc(S(=O)(=O)N2CCCCC2)cc1NC(=O)c1ccc(Cl)nc1	-20	nt	0%	-6%	nt	nt	-22%	7%	-8%	0.0%	nt
O=C(NC1CCN(C(=O)c2cccs2)CC1)c1ccccc1	0	-6%	-1%	-3%	nt	5%	-31%	0%	-4%	-0.9%	4
Cc1ccccc1C(=O)NNC(=O)c1ccc2nc[nH]c2c1	7	nt	-1%	-2%	nt	nt	28%	?	-2%	-0.8%	nt
CCCC(CCC)=NNC(=O)c1ccccc1F	12	2%	-1%	-1%	-6%	-2%	15%	?	-5%	-1.1%	-11
CC(C)N=C1NN=C(c2cccs2)CS1	14	-7%	3%	-9%	-12%	1%	-22%	2%	-1%	0.3%	4
COc1cccc(CNC(=O)Cc2ccc(-c3ccccc3)cc2)c1	-8	0%	0%	6%	-8%	1%	-41%	?	-4%	0.0%	-1
CSc1nncn1/N=C/c1ccc2c(c1)OCO2	7	0%	0%	-4%	?	0%	10%	?	8%	-0.9%	0

2 compounds drawn at random from the list so far:
SMILES	Giardia killer	PKM2 act	S-ASM inh	PTAP TSG101 blk	Menin-MLL TR inh	GALK inh	Integrin act MD	Chronic BCR inh	Tb PFK block	B2AR arrestin	Coupling enz
N#Cc1ccc(C23CC4(C2)[C@H](CN(CC2CCCCC2)[C@@H]4c2ccccc2)C3c2ccc(C(F)(F)F)cc2)cc1 (stereo partly drawn)	nt	-5%&-1%	nt	nt	28%	-1%	nt	7%	-12%	-0.2%	0&1
CNC(=O)Nc1ccc2nc(C)oc2c1	6	0%	0%	1%	nt	1%	-13%	2%	2%	-0.8%	0

As entered above.
Result for COc1cccc(C(=O)NCC(=O)OCC(=O)Nc2ncc(Cl)cc2Cl)c1 under B2AR arrestin: 0.2%
Result for CCC(C(=O)NC(C)(C)C)N(Cc1ccco1)C(=O)Cn1nnc(-c2ccc(F)cc2)n1 (stereo not drawn) under Integrin act MD: 13%

Bioassay records (PubChem)
